Screening data: PubChem, several laboratories
MT stabilize HCS – stabilizes microtubules in HeLa cells; HeLa tubulin immunostaining HCS, 24 h; share of cells brighter than vehicle mean+2SD; % tubulin-high responders, % at 10 µM; 200,000 tested, 0.83% active;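 active = plate Z-score above 3 for both tubulin-high and condensed-nucleus cell shares, with cell loss under 80%, at 10 µM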;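 note: anti alpha tubulin signal scored within the nucleus-defined area of each cell; some results filed as inactive read as strong as hits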
b-catenin transl – beta-catenin nuclear translocation modulation | HeLa beta-catenin nuclear translocation, immunofluorescence imaging | nuclear translocation activity, % at 5 µM | 190,000 tested, 0.3% active | AID 1665;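 active = nuclear translocation activity above 50% at 5 µM, with a well cell count of 50 or more; inconclusive = wells under 50 cells across six images, flagged as toxic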;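 note: per-cell ratio of nuclear to cytoplasmic median beta-catenin stain intensity; plate controls were DMSO negative control for no effect and GSK-3 inhibitor IX positive control for full effect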
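Test system: human HeLa cells, native beta-catenin. Compound dosing: 5 µM primary single dose, 0.1% DMSO, 0.02–20 µM confirmation series. Incubation: compound exposure 24 h at 37°C. Detection: beta-catenin immunostaining with DAPI counterstain, 20x imaging, 6 fields/well. Read-out basis: Nuclear/cytoplasmic beta-catenin signal ratio, % activation.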
Autophagy mod – autophagy modulation, high-content screen; MEF GFP-LC3 puncta imaging; test concentration mostly 10 µM; calls only at 10 µM (by protocol); 190,000 tested, 0.98% active; AID 463193;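 active = percentage of spot-positive cells more than 3 SD above its plate mean, without a fluorescence outlier flag or 80% toxicity; inconclusive = no clear call, values can overlap the other calls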;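 note: spot-positive cell cutoff set from DMSO-treated cells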
Ins promoter up – MIN6 insulin promoter up-regulation; MIN6 insulin promoter-GFP reporter, high-content imaging; hits give high values; 190,000 tested, 0.3% active; z-score at 5 µM;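 active = z-score above 3 at 5 µM with at least 500 cells counted in the well; inconclusive = wells under 500 cells, flagged as cytotoxic or low count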
T cell HTS – T cell immune modulation candidate; 2C CD8+ T cell-vesicle binding, flow cytometry; hits give low values; calls only at 7 µM; 330,000 tested, 0.068% active;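 active = response, share of CD8 T cells binding vesicles, and their 90th percentile fluorescence all below set limits, cut at about 80% in these data, passing the limit was not always enough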
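Assay system: 2C TCR transgenic mouse naive CD8+ T cells, MACS-purified | Read-out: CD8+ gate FL2 mean fluorescence as % of same-row positive control | Signal: High-throughput flow cytometry with anti-B7-1 and anti-CD8 staining | Timing: Binding step 1.5 h, 37 °C, antibody labelling 20 min, ice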
West Nile virus CPE – inhibition of WNV-induced cytopathic effect – cell-based, CPE readout (AID 1621). West Nile virus-infected cells, CPE inhibition; higher % means a stronger effect. 290,000 tested, 0.02% active. CPE inhibition, % at 10 µM; hits with a dose series show IC50 in µM; in the data active = a potency from the dose series; inconclusive = CPE inhibition mostly from about 3.7% at the one dose, without a potency; inactive = the rest, 99 in 100 with CPE inhibition below about 2.2%; note: strong numbers were not always called active
WT yeast gro inh – growth inhibition of WT yeast, mitochondrial fusion screen; 190,000 tested, 2.1% active; mitochondrial fusion phenotypic screen, WT strain; inhibition, % at 10 µM; in the data active = inhibition above about 58%; tested in S. cerevisiae
Hep lipid drop – hepatic lipid droplet formation modulation | AID 1656 | 240,000 tested, 0.4% active | AML12 mouse hepatocytes, oleate lipid droplets, BODIPY imaging | inhibition, % at 6.5 µM;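 active = lipid droplet intensity inhibited by at least 50%, with more than 500 cells counted; inconclusive = wells with under 300 cells, treated as cytotoxic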
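Material – AML12 mouse liver cells · Also added – oleate loading, 100 µM · Compound dosing – 6.5 µM single-point dosing · Times – overnight treatment with compound plus oleate · Measured by – fluorescence imaging, 20x objective, two fields per well · Read-out – percent inhibition of filter-corrected integrated lipid droplet intensity per well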
Myeloid diff MLP – myeloid differentiation induction. calls only at 10 µM. AID 624256. ER-HoxA9 myeloid progenitors, lysozyme-GFP differentiation, flow cytometry. 360,000 tested, 1% active;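 active = normalized GFP-positive differentiation at or above the plate's own cutoff, the solvent-only control mean plus 3 SD; inconclusive = no clear call, values can overlap the other calls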;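 note: cells exposed to compound for four days before flow analysis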
WT yeast gro inh mutant strain – further read-out of WT yeast gro inh, marked with its call; inhibition, %; mitochondrial fusion phenotypic screen, mutant strain inhibition
Ins promoter up cell count – also measured in Ins promoter up; calls as there; cell count; measured here: cytotoxicity, nuclei count;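 total cells summed across four imaged fields per well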
Hep lipid drop cells 6.5 µM – second read-out of Hep lipid drop, no call of its own (marks repeat the call); cell count; measured here: cell count, cytotoxicity flag;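 cells counted across two imaged fields per well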
b-catenin transl cell count 5 µM – recorded beside b-catenin transl, whose call it bears; cell count; measured here: cell count, cytotoxicity flag
T cell HTS vesicle-bound % – also measured in T cell HTS; calls as there; double positive events, %; measured here: CD8+ vesicle-bound cell fraction;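 binding gate set so that unloaded-vesicle control wells show 10% double positive cells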
MT stabilize HCS Hoechst-high % – also measured in MT stabilize HCS; calls as there; % Hoechst-high responders; measured here: nuclear condensation Hoechst responders;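 share of cells brighter than vehicle mean plus two SD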
MT stabilize HCS cytotoxicity % – further read-out of MT stabilize HCS, marked with its call; toxicity, %; measured here: cytotoxicity by cell density;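 0% = mean cell density of plate MIN control wells and 100% = no cells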
Autophagy mod cell loss 18 h – recorded beside Autophagy mod, whose call it bears; toxicity, %; measured here: cell loss, nuclei count;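 cell loss after 18 h compound exposure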
Myeloid diff MLP GFP+ MAC1+ % – second read-out of Myeloid diff MLP, no call of its own (marks repeat the call); GFP+ MAC1+ double positive, %; measured here: differentiation confirmed by MAC1 staining
Numbers without * were called inactive.

What do the screens show for `c1ccc(-n2nnnc2-n2nnc3ccccc32)cc1`?
MT stabilize HCS: 3.8; b-catenin transl: -6.2; Autophagy mod: inactive; Ins promoter up: -0.34; T cell HTS: inactive; West Nile virus CPE: 0.7%; WT yeast gro inh: -38.7; Hep lipid drop: 2.0; Myeloid diff MLP: inactive; WT yeast gro inh mutant strain: -16.7; Ins promoter up cell count: 1133; Hep lipid drop cells 6.5 µM: 807; b-catenin transl cell count 5 µM: 1246; T cell HTS vesicle-bound %: 28.0; MT stabilize HCS Hoechst-high %: 4.0; MT stabilize HCS cytotoxicity %: 7.2; Autophagy mod cell loss 18 h: 2.7; Myeloid diff MLP GFP+ MAC1+ %: 0.7

Results for CCOC(=O)c1cc2n(c1N)-c1ccccc1C2=O ?
MT stabilize HCS: 0.7; Autophagy mod: inactive; Ins promoter up: 0.11; T cell HTS: inactive; West Nile virus CPE: -0.6%; WT yeast gro inh: 8.1; Hep lipid drop: -1.8; Myeloid diff MLP: inactive; WT yeast gro inh mutant strain: 8.5; Ins promoter up cell count: 940; Hep lipid drop cells 6.5 µM: 656; T cell HTS vesicle-bound %: 19.7; MT stabilize HCS Hoechst-high %: 1.4; MT stabilize HCS cytotoxicity %: 0.3; Autophagy mod cell loss 18 h: 1.0; Myeloid diff MLP GFP+ MAC1+ %: 5.1

Results for CC(C)=CCc1c(O)cc2oc3c(CC=C(C)C)c(O)c(O)c(CC=C(C)C)c3c(=O)c2c1O ?
b-catenin transl: 0.1; Ins promoter up: -4.13; T cell HTS: inactive; West Nile virus CPE: inconclusive; Hep lipid drop: 5.4; Myeloid diff MLP: inactive; Ins promoter up cell count: 508; Hep lipid drop cells 6.5 µM: 768; b-catenin transl cell count 5 µM: 1175; T cell HTS vesicle-bound %: 18.2; Myeloid diff MLP GFP+ MAC1+ %: 2.6

How did Cc1sc(NC(=O)Cc2ccc3c(c2)OCO3)nc1-c1ccc2c(c1)CCN2C(=O)c1cccc(F)c1 do in these assays?
MT stabilize HCS: 1.8; b-catenin transl: 0.1; Autophagy mod: inactive; Ins promoter up: -0.3; T cell HTS: inactive; West Nile virus CPE: -0.8%; WT yeast gro inh: 38.4; Hep lipid drop: 40.9; Myeloid diff MLP: inactive; WT yeast gro inh mutant strain: 18.7; Ins promoter up cell count: 1065; Hep lipid drop cells 6.5 µM: 607; b-catenin transl cell count 5 µM: 1119; T cell HTS vesicle-bound %: 58.1; MT stabilize HCS Hoechst-high %: 1.8; MT stabilize HCS cytotoxicity %: 12.5; Autophagy mod cell loss 18 h: -5.8; Myeloid diff MLP GFP+ MAC1+ %: 7.7

How did COc1ccccc1OCc1ccc(C(=O)N2CCCCC2)o1 do in these assays?
T cell HTS: inactive; West Nile virus CPE: -0.5%; Hep lipid drop: -34.6; Myeloid diff MLP: inactive; Hep lipid drop cells 6.5 µM: 762; T cell HTS vesicle-bound %: 20.7; Myeloid diff MLP GFP+ MAC1+ %: 2.3

Results for Cn1c(CN2CCOCC2)nnc1SCC(=O)Nc1nccs1 ?
MT stabilize HCS: 2.3; Autophagy mod: inactive; Ins promoter up: -0.14; T cell HTS: inactive; West Nile virus CPE: 0.0%; WT yeast gro inh: 0.1; Hep lipid drop: -7.4; Myeloid diff MLP: inactive; WT yeast gro inh mutant strain: 1.6; Ins promoter up cell count: 1082; Hep lipid drop cells 6.5 µM: 662; T cell HTS vesicle-bound %: 9.1; MT stabilize HCS Hoechst-high %: 2.6; MT stabilize HCS cytotoxicity %: 21.9; Autophagy mod cell loss 18 h: -0.2; Myeloid diff MLP GFP+ MAC1+ %: 0.9

How did COCCNC(=O)C(c1ccc(C)cc1)N(C(=O)C(=O)NC1CCCC1)c1ccc2c(c1)OCCO2 (stereo unspecified) do in these assays?
MT stabilize HCS: 1.7; b-catenin transl: -2.4; Autophagy mod: inactive; T cell HTS: inactive; West Nile virus CPE: 0.3%; WT yeast gro inh: 2.5; Hep lipid drop: -13.2; Myeloid diff MLP: inactive; WT yeast gro inh mutant strain: 1.0; Hep lipid drop cells 6.5 µM: 703; b-catenin transl cell count 5 µM: 945; T cell HTS vesicle-bound %: 32.7; MT stabilize HCS Hoechst-high %: 2.0; MT stabilize HCS cytotoxicity %: 10.7; Autophagy mod cell loss 18 h: 24.2; Myeloid diff MLP GFP+ MAC1+ %: 0.3

What do the screens show for `CCN(CC)CCN(C(=O)c1cc2ccccc2cc1OC)c1nc2ccc(OC)cc2s1`?
T cell HTS: inactive; West Nile virus CPE: -0.5%; Hep lipid drop: 11.6; Myeloid diff MLP: inactive; Hep lipid drop cells 6.5 µM: 802; T cell HTS vesicle-bound %: 18.2; Myeloid diff MLP GFP+ MAC1+ %: 0.3

How did CN1C(=S)N(c2cccnc2)C(=O)/C1=C\c1ccc(N(C)C)cc1 do in these assays?
MT stabilize HCS: 3.7; b-catenin transl: 0.0; Autophagy mod: inactive; West Nile virus CPE: -1.2%; WT yeast gro inh: 35.7; Hep lipid drop: 3.5; Myeloid diff MLP: active; WT yeast gro inh mutant strain: -2.2; Hep lipid drop cells 6.5 µM: 724; b-catenin transl cell count 5 µM: 1045; MT stabilize HCS Hoechst-high %: 2.4; MT stabilize HCS cytotoxicity %: 5.8; Autophagy mod cell loss 18 h: 10.0; Myeloid diff MLP GFP+ MAC1+ %: 2.1*

Results for CN(C)CCNC(=O)c1coc(=O)c(Br)c1 ?
MT stabilize HCS: 4.3; b-catenin transl: -6.6; Autophagy mod: inactive; Ins promoter up: -0.21; T cell HTS: inactive; West Nile virus CPE: 0.0%; WT yeast gro inh: 0.4; Myeloid diff MLP: inactive; WT yeast gro inh mutant strain: 6.4; Ins promoter up cell count: 1575; b-catenin transl cell count 5 µM: 979; T cell HTS vesicle-bound %: 1.9; MT stabilize HCS Hoechst-high %: 2.5; MT stabilize HCS cytotoxicity %: 8.5; Autophagy mod cell loss 18 h: -1.0; Myeloid diff MLP GFP+ MAC1+ %: 0.6

How did COc1cccc(OCc2cc(C(=O)N3CCC(c4ccncc4)CC3)no2)c1 do in these assays?
T cell HTS: inactive; West Nile virus CPE: -0.6%; Hep lipid drop: -8.6; Myeloid diff MLP: active; Hep lipid drop cells 6.5 µM: 682; T cell HTS vesicle-bound %: 4.9; Myeloid diff MLP GFP+ MAC1+ %: 7.2*

Results for O=C1c2cccnc2C(O)N1C1CCCCC1 (stereo unspecified) ?
MT stabilize HCS: 4.0; b-catenin transl: -2.0; Autophagy mod: inactive; Ins promoter up: -0.08; T cell HTS: inactive; West Nile virus CPE: 0.5%; WT yeast gro inh: 41.2; Myeloid diff MLP: inactive; WT yeast gro inh mutant strain: 38.5; Ins promoter up cell count: 1483; b-catenin transl cell count 5 µM: 1315; T cell HTS vesicle-bound %: 13.5; MT stabilize HCS Hoechst-high %: 2.0; MT stabilize HCS cytotoxicity %: 9.9; Autophagy mod cell loss 18 h: -1.8; Myeloid diff MLP GFP+ MAC1+ %: 0.7

Results for CC1CN(C(=O)c2ccc3c(c2)OCO3)OC(c2ccccc2)O1 (stereo unspecified) ?
MT stabilize HCS: 4.1; b-catenin transl: 0.5; Autophagy mod: inactive; Ins promoter up: -0.3; T cell HTS: inactive; West Nile virus CPE: -0.2%; WT yeast gro inh: -5.8; Myeloid diff MLP: inactive; WT yeast gro inh mutant strain: -1.4; Ins promoter up cell count: 1542; b-catenin transl cell count 5 µM: 1348; T cell HTS vesicle-bound %: 41.7; MT stabilize HCS Hoechst-high %: 2.3; MT stabilize HCS cytotoxicity %: 8.6; Autophagy mod cell loss 18 h: 4.5; Myeloid diff MLP GFP+ MAC1+ %: 1.9

What do the screens show for `COc1ccc(-n2c(Cc3cccn3C)nnc2SCC(=O)Nc2ccc(C)c(Cl)c2)cc1`?
MT stabilize HCS: 2.9; b-catenin transl: -3.9; Autophagy mod: inactive; Ins promoter up: 0.54; T cell HTS: inactive; West Nile virus CPE: -0.6%; WT yeast gro inh: 23.7; Hep lipid drop: 7.6; Myeloid diff MLP: inconclusive; WT yeast gro inh mutant strain: 12.3; Ins promoter up cell count: 1507; Hep lipid drop cells 6.5 µM: 634; b-catenin transl cell count 5 µM: 1092; T cell HTS vesicle-bound %: 60.8; MT stabilize HCS Hoechst-high %: 3.2; MT stabilize HCS cytotoxicity %: 15.6; Autophagy mod cell loss 18 h: 13.2

Results for O=C(c1ccc(NS(=O)(=O)c2ccccc2)cc1)N1CCN(Cc2ccc3c(c2)OCO3)CC1 ?
MT stabilize HCS: 2.3; b-catenin transl: 0.2; Autophagy mod: inactive; Ins promoter up: 0.38; T cell HTS: inactive; West Nile virus CPE: 0.0%; WT yeast gro inh: 11.0; Hep lipid drop: 0.5; Myeloid diff MLP: inactive; WT yeast gro inh mutant strain: 21.2; Ins promoter up cell count: 1613; Hep lipid drop cells 6.5 µM: 638; b-catenin transl cell count 5 µM: 1123; T cell HTS vesicle-bound %: 58.9; MT stabilize HCS Hoechst-high %: 1.9; MT stabilize HCS cytotoxicity %: 5.6; Autophagy mod cell loss 18 h: -4.6; Myeloid diff MLP GFP+ MAC1+ %: 0.8

What do the screens show for `Cc1cccc(OCC(=O)N(Cc2ccco2)C2CCS(=O)(=O)C2)c1C` (stereo unspecified)?
T cell HTS: inactive; West Nile virus CPE: -0.2%; Hep lipid drop: -8.8; Myeloid diff MLP: inactive; Hep lipid drop cells 6.5 µM: 729; T cell HTS vesicle-bound %: 19.3; Myeloid diff MLP GFP+ MAC1+ %: 4.0
